Screening data deposited in PubChem by Sanford-Burnham Center for Chemical Genomics.
hIAP act = human IAP activation. P09923. purified human IAP, CDP-Star luminescence, 30 min; stronger effect = higher value; 1 = vehicle-only enzyme, 0 = enzyme-free background. hit rate 0.16% among 330,000. activation factor at 10 µM;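 active means activation factor of the enzyme at least 2-fold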; further: the source names both 10 and 20 µM as test concentration; values of inactives mirror those of a sister screen read the other way
Target sequence (P09923 whole entry, looked up): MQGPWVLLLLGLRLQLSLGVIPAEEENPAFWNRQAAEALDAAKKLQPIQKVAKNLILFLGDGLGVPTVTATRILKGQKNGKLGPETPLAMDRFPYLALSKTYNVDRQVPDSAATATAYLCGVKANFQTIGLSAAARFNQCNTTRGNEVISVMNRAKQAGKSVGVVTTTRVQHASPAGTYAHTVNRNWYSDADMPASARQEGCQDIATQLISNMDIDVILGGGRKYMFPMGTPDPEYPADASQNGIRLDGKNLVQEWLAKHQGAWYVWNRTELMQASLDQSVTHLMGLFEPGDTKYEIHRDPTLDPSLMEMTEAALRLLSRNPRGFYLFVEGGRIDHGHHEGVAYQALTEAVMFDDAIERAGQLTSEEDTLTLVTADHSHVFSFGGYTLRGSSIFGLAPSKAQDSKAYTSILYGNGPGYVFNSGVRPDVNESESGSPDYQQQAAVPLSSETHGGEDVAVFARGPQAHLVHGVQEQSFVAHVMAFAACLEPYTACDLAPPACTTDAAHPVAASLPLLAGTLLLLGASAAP
mIAP inh = blocks mouse intestinal alkaline phosphatase. purified mouse IAP, CDP-Star luminescence, 30 min. inhibition, % at 10 µM. AID 2806. hit rate 0.2% among 330,000;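 active means inhibition of at least 40% at 10 µM in the primary screen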;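 further: plate controls were DMSO with enzyme for no effect and no enzyme wells for full effect; values of inactives mirror those of a sister screen read the other way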
HKDC1 inh = HKDC1 (human) hexokinase inhibition. inhibition, % at 20 µM. hit rate 0.16% among 340,000. Q2TB90. recombinant HKDC1, G6PDH/diaphorase resazurin coupled fluorescence;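 active means inhibition above about 35% when tested at 20 µM, limit read from the data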;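 further: plate controls were DMSO wells with enzyme for no effect and DMSO wells lacking enzyme for full effect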
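System: Recombinant HKDC1 hexokinase | Amount: HKDC1 at 5 µg/mL | Reagent: Glucose with 1 mM ATP | Doses: Single 20 µM dose | Incubation: Reaction time 90 min, room temperature, protected from light | Signal: Coupled resazurin fluorescence, excitation 525 nm, emission 613 nm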
APOBEC3A inh = blocks human APOBEC3A ssDNA deamination; P31941; inhibition, % at 20 µM; AID 493011; recombinant A3A, FAM/TAMRA ssDNA deamination fluorescence; hit rate 0.41% among 330,000;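 active means at least 40% inhibition at 20 µM here, with at most 30% in a related deaminase screen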;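 further: plate controls were A3A with DMSO for no effect and wells lacking A3A enzyme for full effect; some results filed as inactive read as strong as hits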
mIAP activ = increases mouse intestinal alkaline phosphatase activity. muIAP, CDP-Star luminescence, 30 min; stronger effect = higher value; 1 = vehicle-only enzyme signal, 0 = enzyme-free wells. activation factor at 10 µM. hit rate 0.24% among 330,000. AID 2805;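 active means activation factor of at least 2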; further: the source names both 10 and 20 µM as test concentration; values of inactives mirror those of a sister screen read the other way
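System: mouse IAP enzyme. Reagent: CDP-Star chemiluminescent phosphatase substrate. Benchmarks: DMSO wells, no-enzyme wells. Times: 30 min enzyme-substrate-compound incubation at room temperature. Detection: luminescence from enzymatic CDP-Star hydrolysis. Doses: test compounds delivered from DMSO solution.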
ATG4B inh = inhibitors of human ATG4B cysteine protease; Q9Y4P1; ATG4B cleavage of LC3-PLA2, NBD-HPC fluorescence, 1 h; inhibition, % at 8.33 µM; hit rate 0.51% among 340,000; in the data active means inhibition above about 40%
Target sequence (Q9Y4P1 whole entry, looked up): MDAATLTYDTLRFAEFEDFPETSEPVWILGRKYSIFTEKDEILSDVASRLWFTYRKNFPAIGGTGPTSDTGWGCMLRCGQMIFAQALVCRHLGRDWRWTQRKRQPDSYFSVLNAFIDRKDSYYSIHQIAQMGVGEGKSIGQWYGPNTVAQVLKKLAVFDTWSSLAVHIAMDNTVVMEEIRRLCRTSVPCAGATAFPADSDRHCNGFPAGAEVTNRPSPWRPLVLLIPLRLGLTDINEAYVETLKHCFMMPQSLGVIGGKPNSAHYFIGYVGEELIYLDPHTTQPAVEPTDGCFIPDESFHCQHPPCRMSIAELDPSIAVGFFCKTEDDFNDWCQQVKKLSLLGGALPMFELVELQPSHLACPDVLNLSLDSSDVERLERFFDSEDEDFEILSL
PfG6PD inh = PfG6PD (Plasmodium falciparum) enzyme inhibition | PfGluPho enzyme, NADPH resazurin-diaphorase fluorescence | inhibition, % at 20 µM | hit rate 0.78% among 350,000;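 active means inhibition reaching at least a set limit at 20 µM in the primary screen, cut at about 59% in these data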;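 further: 0% = DMSO wells with substrate and 100% = DMSO wells lacking glucose-6-phosphate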
hIAP inh = blocks human intestinal alkaline phosphatase; P09923; purified IAP, CDP-Star luminescence, 30 min; inhibition, % at 10 µM; hit rate 0.12% among 330,000; AID 2544;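 active means inhibition reaching a set limit with compound at 10 µM in the primary screen, cut at about 35% in these data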;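 further: plate controls were DMSO wells with enzyme for no effect and no-enzyme buffer wells for full effect; values of inactives mirror those of a sister screen read the other way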
* = called active by the depositor.

#1 COc1ccc(S(=O)(=O)N2CCCCC2)cc1NC(=O)c1[nH]c(C)c(C(C)=O)c1C
#2 CCCN(CCC)C(=O)Cn1c(=O)n(CCC(=O)NCCc2ccccc2)c(=O)c2ccccc21
#3 Cc1cc(=O)oc2c3c(cc(OCC(=O)NCCN4CCOCC4)c12)OC(C)(C)CC3
#4 C[n+]1cn(/N=C/c2ccccc2)c2ccccc21
#5 COc1ccc2c(c1)OC[C@H]1[C@H]2N2C(=O)CN(Cc3ccc(Cl)cc3)C(=O)[C@@]2(C)[C@H]1c1ccccc1

assay / compound,1,2,3,4,5
hIAP act,0.95,1.1,1.1,0.99,1
mIAP inh,-9,-10,2,-1,2
HKDC1 inh,1,-4,6,-9,4
APOBEC3A inh,-4,-6,-1,29,-3
mIAP activ,1.1,1.1,0.97,1,0.98
ATG4B inh,-6,1,-29,-3,-6
PfG6PD inh,18,-7,10,-6,1
hIAP inh,5,-10,-14,1,-2

#6 COc1ccc(S(=O)(=O)Nc2cccc(S(=O)(=O)N3CCCCC3)c2)cc1
#7 Nc1nc2nc[nH]c2c(=O)[nH]1
#8 O=c1c2c([nH]c3ccccc13)CCC2
#9 Cc1cc(C(F)F)n2ncc(C(=O)N3CCC(C(N)=O)CC3)c2n1
#10 COc1cccc(NC(=O)COC(=O)c2ccc(S(=O)(=O)NCc3ccco3)cc2)c1

assay / compound,6,7,8,9,10
hIAP act,1.3,1.1,0.95,0.88,0.92
mIAP inh,5,5,6,-1,4
HKDC1 inh,-1,-1,-1,-3,-2
APOBEC3A inh,1,0,-3,2,13
mIAP activ,0.95,0.95,0.94,1,0.96
ATG4B inh,-2,1,1,-2,-12
PfG6PD inh,-17,-7,16,-2,45
hIAP inh,-28,-15,5,12,8

#11 Cc1cc(C)c(C)c(S(=O)(=O)N2CCC(C(=O)NNC(=O)c3ccccc3O)CC2)c1C
#12 Cn1c(SCc2nc3ccccc3n2CCO)nc2ccccc21
#13 C=CCn1c(=O)c2c(nc3n2CCS3)n(C)c1=O
#14 CC1CN(C(=O)CN2C(=O)c3ccccc3S2(=O)=O)CC(C)O1 (stereo not given)
#15 O=S(=O)(c1ccc2ccccc2c1)N1CCN(C(=S)Nc2ccccc2F)CC1

assay / compound,11,12,13,14,15
hIAP act,1.7,0.99,1.1,0.96,0.78
mIAP inh,30,-1,-1,4,-6
HKDC1 inh,-4,2,-7,-6,1
APOBEC3A inh,-2,-3,-1,-1,5
mIAP activ,0.7,1,1,0.96,1.1
ATG4B inh,-2,9,-2,-5,-10
PfG6PD inh,-63,-2,-3,8,7
hIAP inh,-66,1,-11,4,22

#16 COc1ccc(Nc2ncnc3ccccc23)c(OC)c1
#17 COc1cc(SC)ccc1C(=O)Nc1nc2ccccc2[nH]1
#18 OCCN1CCN(c2nc3ccccc3nc2-c2ccccc2)CC1
#19 O=c1c2c(n3cnnc3n1-c1ccccc1)-c1ccccc1CC21CCCCC1
#20 CCOC(=O)CN1C(=O)C(=O)N(Cc2ccccc2F)C1=O

assay / compound,16,17,18,19,20
hIAP act,0.91,1.1,0.95,0.92,1.1
mIAP inh,1,0,11,-1,4
HKDC1 inh,-1,-1,-5,1,-6
APOBEC3A inh,1,-2,5,-4,-4
mIAP activ,0.99,1,0.89,1,0.96
ATG4B inh,-4,-5,0,-11,1
PfG6PD inh,-2,6,-14,3,-2
hIAP inh,10,-9,5,8,-12

#21 Cc1ccc(C)c(COC(=O)c2cc([N+](=O)[O-])ccc2N2CCOCC2)c1
#22 Cc1cc2c(cc(C(=O)NCCCN3CCOCC3)n2Cc2ccc(Cl)cc2)o1
#23 C=CCNc1oc(-c2cccs2)nc1S(=O)(=O)c1ccccc1
#24 COc1ccc2[nH]c(=O)c(CN(C(=O)C3CCCO3)c3ccc(C)c(C)c3)cc2c1 (stereo not given)
#25 Cc1cccc(NC(=O)c2ccc([N+](=O)[O-])o2)n1

assay / compound,21,22,23,24,25
hIAP act,0.9,1,1.2,1.1,0.92
mIAP inh,6,1,-4,-7,2
HKDC1 inh,1,3,-1,-3,3
APOBEC3A inh,0,-1,-4,0,2
mIAP activ,0.94,0.99,1,1.1,0.98
ATG4B inh,-8,-4,-4,10,-10
PfG6PD inh,23,14,6,7,18
hIAP inh,10,-3,-15,-10,8

#26 O=C(c1ccc2c(=O)n3c(nc2c1)CCCCC3)N1CCCCC1
#27 N#CC1=C(N)NC(SCC(=O)c2ccccc2)=C(C#N)C12CCCC2
#28 C=CCn1c(=NC(=O)C2COc3ccccc3O2)sc2cccc(OC)c21 (stereo not given)
#29 COc1cc(CNc2ncnc3c2[nH]c2ccc(C)cc23)cc(OC)c1
#30 c1coc(-c2nnc(SCc3nc4ccccc4[nH]3)o2)c1

assay / compound,26,27,28,29,30
hIAP act,0.87,0.99,1,1.7,0.95
mIAP inh,2,17,-3,-212,8
HKDC1 inh,-1,-1,1,-1,-7
APOBEC3A inh,-5,0,-6,-3,2
mIAP activ,0.98,0.83,1,3.1*,0.92
ATG4B inh,2,11,-1,8,16
PfG6PD inh,-5,0,15,14,40
hIAP inh,13,1,-3,-69,5

#31 O=C(N/N=C/c1ccc(OC(F)F)cc1OC(F)F)c1cccc(S(=O)(=O)N2CCOCC2)c1
#32 COc1ccccc1N(C)C(=O)c1cc(S(=O)(=O)N2CCc3ccccc32)cn1C
#33 O=C(c1cn(Cc2ccccc2)nc1-c1cccnc1)N1CCN(Cc2c(F)cccc2Cl)CC1
#34 CCOc1ccc(NC(=O)NCCCn2c(C)nc3cc(C)c(C)cc32)cc1
#35 CCOc1ccc2oc(C(=O)NC(C)(C)CC)c(C)c2c1

assay / compound,31,32,33,34,35
hIAP act,1.2,0.92,1,0.94,1.1
mIAP inh,1,10,9,-32,2
HKDC1 inh,-4,-4,-4,-1,-6
APOBEC3A inh,1,-3,1,1,-2
mIAP activ,0.99,0.9,0.91,1.3,0.98
ATG4B inh,-7,-9,0,-12,3
PfG6PD inh,4,34,-15,-6,4
hIAP inh,-17,8,-5,6,-8

#36 Cc1oc2cc(O)ccc2c(=O)c1Oc1ccc(F)cc1
#37 OCC1CCCC(n2cnc3c(=S)nc[nH]c32)O1 (stereo not given)
#38 CCCCn1c(N)c(N(CC(C)C)C(=O)CN(C)S(=O)(=O)c2ccc(F)cc2)c(=O)[nH]c1=O
#39 COc1cccc(C(c2c(NC(=O)c3ccccc3)sc(C)c2C)N2CCN(C)CC2)c1 (stereo not given)
#40 COc1ccc(-n2c(SCC(=O)Nc3cccc(C(=O)O)c3)nnc2-c2ccco2)cc1

assay / compound,36,37,38,39,40
hIAP act,0.96,0.98,1,0.98,0.91
mIAP inh,6,3,-10,11,4
HKDC1 inh,-4,-3,-1,0,-1
APOBEC3A inh,1,-3,10,-1,0
mIAP activ,0.94,0.97,1.1,0.89,0.96
ATG4B inh,-3,5,-2,-1,-7
PfG6PD inh,-12,31,-3,-4,-16
hIAP inh,4,2,-2,2,9

#41 Cc1cc(N2CCCC2=O)c(N)cc1N
#42 Cc1ccc(NC(=O)NCC2CCN(Cc3cc(C)ccc3Cl)CC2)c(C)c1
#43 O=C(CSc1nc2ccc(Cl)cc2[nH]1)NC1CCCc2ccccc21 (stereo not given)
#44 CN(C)S(=O)(=O)c1cccc(C(=O)C2=C3SC=C(c4ccccc4)N3CC2)c1
#45 CNC(=S)NNC(=O)c1ccccc1Cl

assay / compound,41,42,43,44,45
hIAP act,0.97,1.5,0.96,0.76,1.4
mIAP inh,-6,-391,16,19,5
HKDC1 inh,6,1,6,-1,-5
APOBEC3A inh,-3,-6,-8,-2,-6
mIAP activ,1.1,4.9*,0.84,0.81,0.95
ATG4B inh,4,-1,24,-4,1
PfG6PD inh,-4,-9,107*,41,-8
hIAP inh,3,-49,4,24,-41

#46 O=C(c1ccc([N+](=O)[O-])s1)N1CCc2ccccc2C1
#47 Cc1ccccc1C1CC(=O)NC2=C1C(=O)CCC2 (stereo not given)
#48 CCOC(=O)C1=C(C)N(C)C(C)=C(C(=O)OCC)C1c1ccc(C(=O)OC)cc1
#49 CC(=O)NC(CC(=O)NNC(=O)c1cccs1)c1ccccc1 (stereo not given)
#50 CN(C)c1ccc(NC(=O)Nc2cccc3ccccc23)cc1

assay / compound,46,47,48,49,50
hIAP act,0.9,0.9,0.89,0.94,0.96
mIAP inh,-4,1,-3,4,-31
HKDC1 inh,-4,1,-3,-5,0
APOBEC3A inh,5,-1,1,-3,-4
mIAP activ,1,0.99,1,0.96,1.3
ATG4B inh,-1,1,-7,-9,-4
PfG6PD inh,7,6,-5,-2,25
hIAP inh,10,10,11,6,4

#51 COc1ccc(C(=O)NNC(=O)CCn2nnc(-c3ccc(C)cc3)n2)cc1OC
#52 COc1ccc(C2C3=C(CCCC3=O)Nc3nc(-c4cc(OC)c(OC)c(OC)c4)nn32)cc1OC (stereo not given)
#53 CCCCC(=O)Nc1ccc2oc(-c3ccncc3)nc2c1
#54 COc1cc2c(N3CCOCC3)cc(O)c(CC(=O)Nc3ccccc3)c2cc1OC
#55 CCC(C)N(C(=O)Cn1nc(C)c([N+](=O)[O-])c1C)C1CCS(=O)(=O)C1 (stereo not given)

assay / compound,51,52,53,54,55
hIAP act,1.4,0.89,1.1,0.97,1.1
mIAP inh,4,-3,-1,2,-1
HKDC1 inh,1,-2,-1,7,5
APOBEC3A inh,0,1,-1,-2,1
mIAP activ,0.96,1,1,0.98,1
ATG4B inh,-2,0,-4,-18,9
PfG6PD inh,-1,7,-4,7,-19
hIAP inh,-36,11,-11,3,-7

#56 O=C(O)COc1ccccc1/C=N/NC(=O)CSc1nnc(-c2ccc(Cl)cc2)n1C1CCCCC1
#57 O=C1CC(c2ccccc2)Sc2nc3ccccc3n21 (stereo not given)
#58 CCC(C)[C@H](NC(=O)N1CCn2c1nc1ccccc12)C(=O)NCc1ccccc1 (stereo not given in full)
#59 NC(=O)C1(N2CCCCC2)CCN(c2ccc3nnc(-c4ccccc4)n3n2)CC1
#60 CC(OC(=O)c1ccc(Cl)c(S(=O)(=O)N2CCOCC2)c1)C(=O)NC1CCCCC1C (stereo not given)

assay / compound,56,57,58,59,60
hIAP act,1.3,1.2,1,0.97,1.1
mIAP inh,14,-3,-2,8,-7
HKDC1 inh,-4,3,6,-2,-3
APOBEC3A inh,1,6,0,-1,5
mIAP activ,0.86,1,1,0.92,1.1
ATG4B inh,-10,3,-4,-12,1
PfG6PD inh,-8,-7,-5,2,-9
hIAP inh,-25,-21,0,3,-9

#61 Cc1ccc(NC(=O)CSc2nc(NS(=O)(=O)c3ccccc3)cc(=O)[nH]2)cc1
#62 O=S(=O)(c1ccc(SCCOc2ccccc2Cl)nc1)N1CCCC1
#63 Cc1ccccc1S(=O)(=O)N1[C@@H](c2ccccc2)C(C(=O)O)=CC[C@H]1c1ccc(Cl)cc1
#64 O=C(CCNC(=O)N1CCn2c1nc1ccccc12)NCc1ccccc1Cl

assay / compound,61,62,63,64
hIAP act,1,1.1,0.96,0.87
mIAP inh,9,-11,2,0
HKDC1 inh,-3,1,1,-1
APOBEC3A inh,4,-4,0,-4
mIAP activ,0.91,1.1,0.98,1
ATG4B inh,-11,12,-4,7
PfG6PD inh,7,15,-17,-34
hIAP inh,0,-6,4,13
